Source: PubChem BioAssay (National Center for Advancing Translational Sciences (NCATS))
Giardia FBPA inh: qHTS Assay for Inhibitors of Fructose-1,6-bisphosphate Aldolase from Giardia Lamblia | Potency, µM (series often up to 59.6 µM), without a hit: at the top dose activity, negative = inhibition, hits mostly inhibitors | purified Giardia FBPA | A8B2U2 | 290,000 tested, 0.71% active; also: potency is read from the fitted curve at half-maximal effect; nearly all actives have a fitted effect of over 55% in size
Target sequence (A8B2U2 whole entry, looked up): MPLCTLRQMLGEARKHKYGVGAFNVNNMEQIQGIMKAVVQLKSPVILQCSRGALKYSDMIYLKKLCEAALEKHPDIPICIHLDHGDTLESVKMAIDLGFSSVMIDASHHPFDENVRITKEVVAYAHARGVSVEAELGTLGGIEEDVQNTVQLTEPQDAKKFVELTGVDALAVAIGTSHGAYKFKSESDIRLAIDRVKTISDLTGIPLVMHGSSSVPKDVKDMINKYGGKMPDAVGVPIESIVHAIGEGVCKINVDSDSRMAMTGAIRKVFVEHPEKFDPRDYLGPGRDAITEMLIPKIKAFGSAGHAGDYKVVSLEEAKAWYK
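40 nM FBPA preincubated 10 min at RT with compound (up to 57.5 uM final), then substrate plus GAPDH/TPI/NAD/arsenate coupling and diaphorase/resazurin added. Fluorescence read after 20 min at RT, 525/598 nm.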
AMA1 RON2 block: qHTS for Inhibitors of AMA1-RON; Towards Development of Antimalarial Drug Lead: Primary Screen | AID 720542, 2013 | Potency, µM (series often up to 58.2 µM), inactives show at the highest dose activity change, negative = inhibition, hits mostly inhibitors | Plasmodium falciparum AMA1 (3D7) - RON2 peptide interaction | 360,000 tested, 0.2% active | AlphaScreen AMA1-biotinylated RON2 peptide binding;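 also: potency is read from the fitted curve at half-maximal effect; 0% = vehicle wells and -100% = peptide control; nearly all actives have a fitted effect of over 45% in size; some results filed as inactive show a strong effect at the top dose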
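AMA1 (3D7) with his tag at 25 nM final met compounds first, then biotinylated RON2 peptide at 25 nM; detection used donor plus acceptor beads, 10 µg/mL apiece, read by AlphaScreen after 30 min at room temperature.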
HCMV antiviral: qHTS Assay for inhibitors of the human cytomegalovirus (HCMV); HFF cells, HCMV-luciferase reporter, 72 h; hits give low values; activity change, negative = inhibition, % at 57.5 µM; 410,000 tested, 4.5% active; AID 1259415, 2018; in the data active = activity change below about -60%; inconclusive = no clear call, values can overlap the other calls; inactive = above about -39%
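Two-dose cell screen: HFF monolayers treated with compounds and infected with luciferase-expressing HCMV at 1 PFU/cell, 72 h at 37C, then lysed for luciferase measurement.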
AmpC detergent: qHTS Inhibitors of AmpC Beta-Lactamase (assay with detergent) | 370,000 tested, 0.041% active | AmpC hydrolysis of nitrocefin, absorbance 480 nm, 0.01% Triton | P00811 | AID 485294, 2010 | Potency, µM (highest dose often 114 µM), inactives show top-dose activity change, negative = inhibition, hits mostly inhibitors;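 also: potency is read from the fitted curve at half-maximal effect; 0% = no-compound wells and -100% = no-enzyme wells; nearly all actives have a fitted effect of over 25% in size; some results filed as inactive show a strong effect at the top dose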
Target sequence (P00811 whole entry, looked up): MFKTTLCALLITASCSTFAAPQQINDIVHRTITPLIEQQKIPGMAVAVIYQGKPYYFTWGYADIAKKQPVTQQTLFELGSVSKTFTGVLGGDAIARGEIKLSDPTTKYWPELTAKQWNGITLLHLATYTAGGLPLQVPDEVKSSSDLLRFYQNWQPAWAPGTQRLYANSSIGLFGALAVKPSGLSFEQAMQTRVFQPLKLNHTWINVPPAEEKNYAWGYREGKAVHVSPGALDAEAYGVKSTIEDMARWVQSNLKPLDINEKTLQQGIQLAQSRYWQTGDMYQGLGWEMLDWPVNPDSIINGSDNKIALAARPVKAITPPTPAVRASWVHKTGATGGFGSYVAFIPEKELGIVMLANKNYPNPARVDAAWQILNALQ
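AmpC (5.3 nM in the dispensed reagent) in 20 mM phosphate pH 7.0 with 0.01% (detergent screen) or 0.0001% Triton X-100 was preincubated with compounds for 15 min at room temperature. Nitrocefin was then added from an 800 uM solution, and hydrolysis was followed at 480 nm.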
Sm TGR block: qHTS Assay for the Inhibitors of Schistosoma Mansoni Peroxiredoxins; Schistosoma mansoni thioredoxin glutathione reductase (TGR), Q962Y6; purified TGR, DTNB reduction, TNB absorbance 405 nm; Potency, µM (series often up to 114 µM), for inactives: at the top dose activity change, negative = inhibition, actives largely listed as inhibitors; 360,000 tested, 3% active; AID 485364, 2010; also: potency is read from the fitted curve at half-maximal effect; nearly all actives have a fitted effect of over 60% in size
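Kinetic colorimetric format: TGR-catalysed, NADPH-driven DTNB reduction monitored via TNB absorbance. Enzyme dispensed at 20 nM; compound exposure 15 min at room temperature before reaction start.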
AmpC inh no detg: qHTS Inhibitors of AmpC Beta-Lactamase (assay without detergent); 330,000 tested, 0.52% active; AmpC nitrocefin hydrolysis, absorbance 480 nm, 0.0001% Triton; P00811; AID 485341, 2010; Potency, µM (titrated, usually from 57.1 µM), for inactives: at the highest dose activity change, negative = inhibition, usual class: inhibitors;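 also: potency is read from the fitted curve at half-maximal effect; plate controls were no compound for no effect and no enzyme for full effect; nearly all actives have a fitted effect of over 20% in size; some results filed as inactive show a strong effect at the top dose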
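AmpC (5.3 nM in the dispensed reagent) in 20 mM phosphate pH 7.0 with 0.01% (detergent screen) or 0.0001% Triton X-100 was preincubated with compounds for 15 min at room temperature. Nitrocefin was then added from an 800 uM solution, and hydrolysis was followed at 480 nm.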
* marks the source's active call; other numbers are inactive results; u = inconclusive; x = not tested or not shown; & = joins results of further samples; [ ] = another dose, or the depositor's remark. Unless noted, calls follow the shape of the dose curve; as a rule, active = well fitted curve in the direction sought with a large enough effect; inconclusive = small, poorly fitted or top-dose-only effect, or another doubt; inactive = no such curve, though single readings can be large; an effect the other way counts as inactive or inconclusive. Unless noted, % is scaled to controls: 0 for no effect and ±100 for the full control effect.

SMILES	Giardia FBPA inh	AMA1 RON2 block	HCMV antiviral	AmpC detergent	Sm TGR block	AmpC inh no detg
CCN1C(=O)C2(C(C#N)=C(N)Oc3n[nH]c(C(C)C)c32)c2ccccc21 (stereo unspecified)	2%	3%	44	-1%	8%	3%
O=C(N/N=C/c1cccc(F)c1)NC1CCCCC1	2%	-1%	26	-5%	-7%	1%
Cc1ccc(CNC(=O)CNC(=O)c2ccc(C(C)(C)C)cc2)n1C	x	1%	-10	x	x	77%[activator]
Cc1cc(C(C)(C)C)ccc1OCCCCN1CCCC1	-16%	u	-30	-6%	11%	39%
O=C(CC(C(=O)N1CCc2ccccc21)n1ccnc1)NCc1cccnc1 (stereo unspecified)	2%	27%	8	-5%	-12%	-16%
CN(C)C(CNC(=O)CN1C(=O)NC2(CCCC2)C1=O)c1ccccc1 (stereo unspecified)	x	2%	3	-3%	-7%	-12%
CCOC(=O)Nc1c(C(=O)OC)[nH]c2cc(OC)ccc12	-2%	-1%	37	-3%	2%	-19%
CCOC(=O)Cn1nc(-c2ccc(C)cc2)ccc1=O	-4%	-6%	30	3%	u	-9%
COc1ccccc1-n1c(O)c(C=NC2CC2)c(=O)[nH]c1=O	1%	10%	-7	u	u	-20%
Cc1ccc(NC(=S)N(CCN(C)C)Cc2cccs2)c(C)c1	14µM*	-1%	u	5%	0%	-11%
Cc1ccc(Cl)cc1N1CCN(C(=O)c2cn(C)c3ccc(S(=O)(=O)N4CCCC4)cc3c2=O)CC1	x	x	6	1%	2%	x
Cc1ccc(S(=O)(=O)N2CCCC(C(=O)NCc3ccccn3)C2)cc1 (stereo unspecified)	4%	-8%	7	1%	2%	-2%
CCc1ccc(NC(=O)CN(c2ccc(C)cc2)S(=O)(=O)c2c(C)nn(C)c2C)cc1	x	x	-9	4%	0%	x
O=C(NCc1ccc(Cl)cc1)C(=O)NCC1OCCCN1S(=O)(=O)c1cccs1 (stereo unspecified)	x	5%	7	2%	0%	-32%
CN(Cc1ccon1)Cc1cn(Cc2ccccc2)nc1-c1ccc2c(c1)OCO2	-8%	-5%	10	-10%	-3%	1%
O=C(OCC(=O)N1CCN(S(=O)(=O)c2ccc(Cl)cc2)CC1)c1ccc([N+](=O)[O-])o1	u	4%	-21	-3%	u	16%
COC(=O)c1ccc(Cl)c(NS(=O)(=O)c2ccc3c(c2)OCCO3)c1	1%	11%	20	-2%	1%	-52%
CC1CCN(C(=O)CN2C(=O)C(C)(C)Oc3ccc(C(=O)NC(C)C)cc32)CC1	4%	30%	5	2%	0%	-7%
CCC1CCCCN1C(=O)Cn1c(=O)n(-c2ccc(Cl)c(Cl)c2)c(=O)c2c(C)c(C(=O)N(C)C)sc21 (stereo unspecified)	x	x	99	-6%	-4%	x
O=C(O)C1CC(O)CN1S(=O)(=O)c1ccc2ccccc2c1 (stereo unspecified)	x	3%	-7	3%	-2%	-14%
CCOC(=O)c1c(-c2ccccc2)csc1NC(=O)c1cc(-c2cccc(OC)c2)on1	x	x	-2	19%	10%	x
CCOC(=O)c1c(-c2ccc(OC)cc2)csc1NC(=O)CSc1ncnc2sccc12	-2%	-1%	-71*	2%	3%	-25%
COc1ccc(N2CCN(CCCNC(=O)CN3CCN(Cc4ccccc4C)C3=O)CC2)cc1	-6%	u	u	-11%	0%	118%[activator]
O=C(Nc1ccc2[nH]ccc2c1)c1ccccc1	-8%	10%	101	u	6%	-16%
CCOc1ccccc1NC(=O)c1sc2nc(C)cc(C)c2c1N	x	x	-3	22%	3%	x
Cc1cc(C)c2c3c(sc2n1)C(=O)N(Cc1ccccc1)CC(=O)N3	1%	-5%	u	-11%	1%	-33%
CCn1nnc2cc(C(=O)Nc3cccc(S(=O)(=O)N(C)C)c3)ccc21	x	0%	-33	-1%	-5%	-32%
CCn1nnc2cc(C(=O)Nc3ccc(C)c(Cl)c3)ccc21	x	x	29	0%	3%	x
Cc1cc(C)c2nc(NC(=O)c3ccc(OCC4CCCO4)cc3)sc2c1 (stereo unspecified)	1%	-5%	u	-12%	2%	-21%
Cn1c(N)c(C#N)c2c(c1=S)CSC(C)(C)C2	u	4%	-7	-13%	13µM*	-10%
CCOC(=O)C1CCCN(c2nc3ccccc3nc2C(C#N)C(=O)OCC)C1 (stereo unspecified)	-15%	-6%	31	u	-4%	72%[activator]
COc1ccc(CNC(=O)C/C(C)=N/NC(=O)COc2ccc(Br)cc2)cc1	-1%	9%	-26	-12%	x	63%[activator]
COc1ccc(CNS(=O)(=O)c2ccc3c(c2)CCN3C(=O)C2CC2)cc1	1%	14%	-62*	-10%	0%	-16%
Cc1nnc(-c2cnn(-c3ccccc3)c2N)n1Cc1cccc(C(F)(F)F)c1	0%	48%[activator]	11	10%	12%	80%[activator]
CC(C)(C)NC(=O)C(c1ccncc1)N(C(=O)Cn1nnc(-c2ccc(F)cc2)n1)c1ccccc1 (stereo unspecified)	-27%	9%	-14	-9%	u	-19%
O=C(O)CC(SCc1ccc(C(=O)O)o1)C(=O)O (stereo unspecified)	12%	-9%	-18	u	-3%	-17%
CC(C)(C)C1CCc2onc(C(=O)O)c2C1 (stereo unspecified)	10%	-1%	-9	6%	1%	-15%
Cc1[nH]nc(N=CC2=C(O)CC(c3ccco3)CC2=O)c1-c1ccc(Cl)cc1 (stereo unspecified)	4%	-4%	-23	-1%	-26%	-23%
O=C(Cn1nc2sc3ccccc3n2c(=O)c1=O)c1ccc(Cl)cc1	10%	-22%	x	2%	3%	-9%
O=C(C1=C[C@H](C2CCCCC2)C[C@H](OCCCCO)O1)N1CCN(Cc2ccc3c(c2)OCO3)CC1	-11%	24%	x	6%	8%	230%[activator]
CCCOc1ccc(/C=c2\sc3ncnn3c2=O)cc1	0%	-12%	-30	8%	2%	-5%
NC(=O)CSc1nnc(NC(=O)c2ccc(S(=O)(=O)N3CCCCC3)cc2)s1	x	11%	-30	-9%	-1%	-15%
C[C@H](CO)N1C[C@H](C)[C@H](CN(C)S(=O)(=O)c2ccccc2)Oc2ccc(NC(=O)NC3CCCCC3)cc2CC1=O	x	5%	-8	x	x	149%[activator]
S=C1NCN(Cc2cccnc2)CN1c1cccc2ccccc12	4%	-3%	-8	2%	2%	-14%
Cc1ccccc1OC(=O)Cn1c(C(F)(F)F)nc2ccccc21	6%	23%	-25	-13%	14%	-10%
O=C(c1cc2cc(Br)ccc2o1)N1CCCC1	-5%	-3%	-30	0%	2%	-7%
Cn1c(=O)c(NC2CCCCC2)c2c3c(cccc31)C(=O)c1ccccc1-2	3%	50%[activator]	5	-7%	13%	-20%
Cc1ccc(-n2nnnc2-c2cnc(N3CCCC3)nc2C(F)(F)F)cc1	3%	41%[activator]	u	0%	0%	61%[activator]
Cc1c(NC(=O)CC2NC(=O)NC2=O)c(=O)n(-c2ccccc2)n1C (stereo unspecified)	3%	x	x	2%	-2%	-12%
COc1ccccc1C(=O)N/C(=C/c1ccc(Br)cc1)C(=O)NCC(=O)O	x	-10%	42	-5%	8%	-1%
COC(=O)C1=C(C)N(CCCC(=O)O)C(=O)NC1c1cccs1 (stereo unspecified)	9%	-1%	-3	u	-2%	-5%
Cc1ccc(Cn2c(CCNC(=O)c3cccc(C)c3)nc3ccccc32)cc1	x	x	-5	-1%	2%	x
O=C(c1ccco1)N1CCN(C(c2ccccc2)c2nnnn2C2CCCC2)CC1 (stereo unspecified)	-15%	-2%	u	-14%	-7%	50%
CCOC(=O)C(Cc1ccccc1)NC(=O)CCc1c(C)nc2ncnn2c1C (stereo unspecified)	4%	-9%	-5	0%	-21%	-7%
CN(C)c1ccc(C2Nc3ccccc3C(=O)N2NS(=O)(=O)c2ccccc2)cc1 (stereo unspecified)	-8%	-30%	8	1%	-5%	-31%
COC(=O)C(C(=O)OC)C(C[N+](=O)[O-])c1ccc(O)c(OC)c1 (stereo unspecified)	4%	16%	-16	0%	-9%	-29%
COCCNC(=O)CSc1nc2ccccc2nc1Cc1ccc(C)cc1	x	x	-3	-1%	7%	x
CN(C)CCCOC(=O)Cc1ccc(Cl)cc1	6%	4%	-11	-11%	-10%	2%
Cc1ccc(NC(=O)CN(C)C(=O)c2cc3ccccc3o2)cc1	2%	-8%	-18	u	9%	-3%
O=C(NC1CCCC1)C(c1ccncc1)N(C(=O)Cc1cccs1)c1ccccc1 (stereo unspecified)	6%	2%	-3	6%	-4%	2%

Other compounds:
SMILES	Giardia FBPA inh	AMA1 RON2 block	HCMV antiviral	AmpC detergent	Sm TGR block	AmpC inh no detg
CSc1nnc(C)c(=O)n1COC(=O)COc1ccc(Cl)cc1Cl	1%	7%	1	2%	-3%	3%
CC(OC(=O)c1cc(Br)ccc1O)C(=O)NC1(C#N)CCCCC1 (stereo unspecified)	x	-4%	-5	-4%	16%	-18%
CCN1C(=O)CSc2ccc(C(=O)NC3CCCCC3)cc21	7%	-4%	5	-5%	2%	2%
O=C(Nc1ccnn1C1CCN(Cc2ccccc2OC(F)F)CC1)c1cccc(F)c1	x	-2%	-27	-7%	-22%	97%[activator]
O=C(CNS(=O)(=O)c1ccccc1)NCC(=O)OCc1ccc(Cl)cc1	0%	-2%	7	3%	-2%	7%
O=C(Nc1ccc2ccccc2c1)c1ccc(NS(=O)(=O)c2ccc(Br)s2)cc1	-2%	-4%	-12	u	-9%	-27%
COc1cccc2cc(C(=O)CS(=O)(=O)c3ccc(Cl)cc3)c(=O)oc12	x	5%	8	4%	u	16µM*
COC(=O)C(NS(=O)(=O)c1ccccc1Br)C(C)C (stereo unspecified)	6%&5%	11%	1	1%	-13%	-3%

Pulled by structure from the entries so far (5):
SMILES	Giardia FBPA inh	AMA1 RON2 block	HCMV antiviral	AmpC detergent	Sm TGR block	AmpC inh no detg
COC(=O)C(NS(=O)(=O)c1ccccc1Br)C(C)C (stereo unspecified)	6%&5%	11%	1	1%	-13%	-3%
CSc1nnc(C)c(=O)n1COC(=O)COc1ccc(Cl)cc1Cl	1%	7%	1	2%	-3%	3%
COc1cccc2cc(C(=O)CS(=O)(=O)c3ccc(Cl)cc3)c(=O)oc12	x	5%	8	4%	u	16µM*
O=C(Nc1ccnn1C1CCN(Cc2ccccc2OC(F)F)CC1)c1cccc(F)c1	x	-2%	-27	-7%	-22%	97%[activator]
CC(OC(=O)c1cc(Br)ccc1O)C(=O)NC1(C#N)CCCCC1 (stereo unspecified)	x	-4%	-5	-4%	16%	-18%
